Source: PubChem
WT yeast gro inh: growth inhibition of WT yeast, mitochondrial fusion screen. mitochondrial fusion phenotypic screen, WT strain. inhibition, % at 10 µM. 2.1% of 190,000 active. AID 1362; in the data active = inhibition above about 58%; tested in S. cerevisiae
P. falciparum M1AAP: malaria alanyl aminopeptidase activity blockers – biochemical, fluorogenic H-Leu-NHMec substrate, 1536-well (AID 1445). 0.42% of 220,000 active. inhibition, % at 30 µM, or IC50 in µM where a hit was titrated. recombinant M1AAP, H-Leu-NHMec fluorogenic kinetic assay; higher % means a stronger effect;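 active = primary inhibition above the hit cutoff, then over 50% inhibition at one or more dose response concentrations, cut at about 23% in these data, passing the limit was not always enough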;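 also: plate controls were DMSO full reaction for no effect and no enzyme background for full effect; strong numbers were not always called active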
Yfh1-depleted yeast: mitochondrial function rescue without frataxin homolog – Friedreich's ataxia, plus single-dose screen, dose response (AID 1465) | S. cerevisiae Yfh1-off respiration, WST-1 reduction, 72 h; higher fold induction means a stronger effect | one-dose fold induction at 50 µM; EC50 in µM for titrated hits | 0.074% of 220,000 active;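 active = fold induction of absorbance versus untreated yeast above a set limit, then at least 30% activation at any dose in follow-up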;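 also: activators that raise dye reduction in frataxin-depleted yeast; strong numbers were not always called active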
T cell modulator: T cell immune modulation candidate; 2C CD8+ T cell-vesicle binding, flow cytometry; stronger effect = lower value; calls only at 7 µM; 0.068% of 330,000 active; AID 2052;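 active = response, share of CD8 T cells binding vesicles, and their 90th percentile fluorescence all below set limits, cut at about 80% in these data, passing the limit was not always enough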
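Material: 2C TCR transgenic mouse naive CD8+ T cells, MACS-purified. Also added: QL9-charged Drosophila Ld/ICAM-1/B7-1 vesicles. Timing: binding 1.5 h at 37 °C. Measured by: high-throughput flow cytometry with anti-B7-1 and anti-CD8 staining. Read-out: percent CD8+ FL2 mean versus row control. Controls: Unloaded micro-vesicles (low), QL9 vesicles with 0.7% DMSO (high).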
Dynein cargo inh: dynein cargo transport inhibition; 3617.4 mouse cells, GR-EGFP nuclear translocation imaging; test concentration mostly 20 µM; stimulated with dexamethasone, 1 µM; stronger effect = lower value; z-score, hits read low; 0.47% of 220,000 active; AID 1381;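 active = plate z-score of nuclear minus cytoplasmic receptor signal below a set negative limit, without overly bright fluorescence or cell loss, cut at about -3.5 in these data, passing the limit was not always enough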;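 also: z-score of nuclear minus cytoplasmic ring GR-EGFP intensity difference per well; some compounds called inactive have numbers as strong as hits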
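medium = tetracycline-free induction medium containing charcoal-stripped FBS | probe or stimulus = dexamethasone, 1.0 µM final | timing = 48 h induction, then 1 h compound, then 30 min agonist, 37 °C | detection = automated 10x imaging of fixed Hoechst-stained cells | read-out basis = nuclear versus cytoplasmic GR-EGFP signal, averaged per well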
MT stabilize HCS: microtubule stabilizers in HeLa cells; 0.83% of 200,000 active; HeLa tubulin immunostaining HCS, 24 h; share of cells brighter than vehicle mean+2SD; % tubulin-high responders, % at 10 µM;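 active = plate Z-score above 3 for both tubulin-high and condensed-nucleus cell shares, with cell loss under 80%, at 10 µM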;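 also: anti alpha tubulin signal scored within the nucleus-defined area of each cell; some results filed as inactive read as strong as hits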
Autophagy mod: alters autophagy in cells. MEF GFP-LC3 puncta imaging; test concentration mostly 10 µM. calls only at 10 µM (by protocol). 0.98% of 190,000 active;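 active = percentage of spot-positive cells more than 3 SD above its plate mean, without a fluorescence outlier flag or 80% toxicity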;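 also: spot-positive cell cutoff set from DMSO-treated cells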
M17LAP inhibition: P. falciparum M17LAP inhibitors, primary screen, biochemical, fluorogenic H-Leu-NHMec substrate, 1536-well (AID 1619); inhibition, % at 30 µM, or IC50 in µM where a hit was titrated; 0.38% of 220,000 active; recombinant M17LAP, H-Leu-NHMec fluorogenic kinetic assay; higher % means a stronger effect;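 active = compound inhibiting the enzyme by more than half at any dose during confirmatory dose-response retesting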;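 also: plate controls were full reaction with DMSO carrier for no effect and no enzyme background for full effect; strong numbers were not always called active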
bCat nuc transl: alters nuclear translocation of beta-catenin in HeLa cells; 0.3% of 190,000 active; immunofluorescence imaging; nuclear translocation activity, % at 5 µM;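 active = nuclear translocation activity above 50% at 5 µM, with a well cell count of 50 or more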;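 also: per-cell ratio of nuclear to cytoplasmic median beta-catenin stain intensity; plate controls were DMSO negative control for no effect and GSK-3 inhibitor IX positive control for full effect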
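test system = HeLa cells, endogenous beta-catenin | dosing = single 5 µM dose plus 0.02–20 µM confirmation series | times = compound treatment 24 h, 37°C, 5% CO2 | technique = beta-catenin immunofluorescence imaging with DAPI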
WT yeast gro inh mutant strain: also measured in WT yeast gro inh; calls as there; inhibition, %; mitochondrial fusion phenotypic screen, mutant strain inhibition
Dynein cargo inh cytoplasmic EGFP: recorded beside Dynein cargo inh, whose call it bears; z-score; measured here: cytoplasmic GR-EGFP intensity; stronger effect = higher value
Dynein cargo inh nuclear GR-EGFP: second read-out of Dynein cargo inh, no call of its own (marks repeat the call); z-score; measured here: nuclear GR-EGFP intensity;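 lower value marks the stronger effect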
Dynein cargo inh cell count: recorded beside Dynein cargo inh, whose call it bears; z-score; measured here: cell count per field
bCat nuc transl cell count 5 µM: also measured in bCat nuc transl; calls as there; cell count; measured here: cell count, cytotoxicity flag
T cell modulator vesicle-bound %: further read-out of T cell modulator, marked with its call; double positive events, %; measured here: CD8+ vesicle-bound cell fraction;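 binding gate set so that unloaded-vesicle control wells show 10% double positive cells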
MT stabilize HCS Hoechst-high %: further read-out of MT stabilize HCS, marked with its call; % Hoechst-high responders; measured here: nuclear condensation Hoechst responders;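 share of cells brighter than vehicle mean plus two SD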
MT stabilize HCS cytotoxicity %: further read-out of MT stabilize HCS, marked with its call; toxicity, %; measured here: cytotoxicity by cell density;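 0% = mean cell density of plate MIN control wells and 100% = no cells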
Autophagy mod cell loss 18 h: also measured in Autophagy mod; calls as there; toxicity, %; measured here: cell loss, nuclei count;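 cell loss after 18 h compound exposure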
* marks the source's active call; other numbers are inactive results; i = inactive; / = no result given. Not a hit list. Share with any hit: about 4.4%.

compound	WT yeast gro inh	WT yeast gro inh mutant strain	P. falciparum M1AAP	Yfh1-depleted yeast	T cell modulator	T cell modulator vesicle-bound %	Dynein cargo inh	Dynein cargo inh cytoplasmic EGFP	Dynein cargo inh nuclear GR-EGFP	Dynein cargo inh cell count	MT stabilize HCS	MT stabilize HCS Hoechst-high %	MT stabilize HCS cytotoxicity %	Autophagy mod	Autophagy mod cell loss 18 h	M17LAP inhibition	bCat nuc transl	bCat nuc transl cell count 5 µM
CCC(CC)C(=O)Nc1c2c(nn1-c1ccc(OC)cc1)CS(=O)C2 (stereo unspecified)	17.9	-4.1	-4.3%	i	i	57.1	-0.48	-0.0881	0.0172	0.643	2.5	2.8	12.0	i	-2.7	-3.0%	/	/
O=C(NCCCN1CCCC1)Nc1cccc2ccccc12	26.7	29.6	9.1%	/	i	1.1	-1.13	-0.167	-0.279	0.491	4.0	2.0	8.2	i	7.2	36.9%	-0.2	844
COC(=O)c1cc2oc(C)cc2n1CC(=O)Nc1ccc(C)c(C)c1	9.1	17.1	3.8%	i	i	17.9	-0.627	-0.21	-0.439	1.5	3.2	1.6	3.0	i	2.2	19.9%	/	/
Cc1cc2oc(C(=O)Nc3ccc(S(N)(=O)=O)cc3)c(C)c2cc1Cl	-2.0	-2.2	0.6%	i	i	23.5	-0.475	-0.183	-0.167	0.802	2.4	1.5	6.7	i	6.2	20.5%	1.2	1027
OC(COCc1ccccc1)Cn1cnc2ccccc21 (stereo unspecified)	-3.8	22.5	4.2%	i	i	21.0	-0.794	-0.185	-0.791	0.176	1.1	0.9	5.9	i	1.2	-10.1%	0.3	1395
O=C(c1ccco1)N(Cc1cccc([N+](=O)[O-])c1)c1ccc(Br)cc1	47.3	21.3	-8.7%	i	i	48.3	0.293	0.0701	0.292	0.287	2.1	2.3	8.8	i	10.8	-5.3%	-0.6	1563
CCOC(=O)c1sc(=S)n(-c2ccc(F)c(F)c2)c1N	19.5	20.7	16.2%	i	i	40.7	-0.231	-0.0911	-0.0972	0.494	3.5	2.9	7.6	i	-5.6	-1.4%	/	/
O=C(O)c1cc(Cl)c(Cl)cc1C(=O)Nc1cccnc1	-0.7	-26.8	15.2%	i	i	45.2	-0.413	-0.0231	-0.207	-0.944	3.7	2.3	6.6	i	-13.7	-11.2%	-3.9	967
CCOC(=O)C1(Cc2ccccc2)NC(c2ccccc2F)C2C(=O)N(CC)C(=O)C21 (stereo unspecified)	2.1	-0.9	3.7%	i	i	11.3	3.11	0.149	2	-2.13	5.0	4.4	8.2	i	10.4	-8.6%	-2.9	1034
CSc1ccc(NC(=O)N2CC=C(n3c(=O)[nH]c4ccccc43)CC2)cc1	-7.6	-15.1	7.8%	i	i	52.9	0.0538	-0.268	0.549	0.474	31.2*	24.1*	67.2*	i	16.4	-14.3%	-1.6	555
O=C(NCC1CCCO1)c1ccc(CSCc2cccc(F)c2)o1 (stereo unspecified)	4.2	7.3	2.2%	i	i	14.7	-0.458	-0.297	-0.176	0.71	3.5	2.0	8.8	i	7.2	-3.3%	-0.2	1095
COC(=O)c1ccc(-n2c(C)cc(C(=O)COC(=O)CNS(=O)(=O)c3ccc(C)cc3)c2C)cc1	22.4	-15.9	-6.8%	i	i	45.9	-0.154	-0.267	0.684	0.171	3.0	2.3	9.1	i	5.8	6.8%	0.8	875
C=CCOc1ccc(/C=N/Nc2ccccn2)cc1OC	2.5	11.9	2.2%	i	i	23.3	0.822	-0.251	0.548	-0.454	2.2	0.8	0.8	i	19.7	5.0%	0.2	1030
CC(=O)c1ccc(N/N=C(/C(N)=O)C2=NC(C)(C)Cc3ccccc32)cc1	2.1	-12.8	6.2%	i	i	10.2	0.112	-0.292	-0.35	-0.111	6.5	8.3	1.4	i	-4.1	-4.1%	12.4	767
COc1cc(NC(=O)c2noc3c2CCCC3)c(OC)cc1Cl	5.2	42.8	2.1%	i	i	52.4	1.19	-0.219	0.621	0.197	2.1	2.9	9.4	i	15.4	2.5%	-4.5	1262
CCN(CC)C(=O)CSc1nnc(-c2cc(OC)cc(OC)c2)o1	7.4	8.9	3.2%	i	i	14.6	0.873	-0.18	0.628	0.161	2.8	1.7	6.3	i	1.6	0.8%	/	/
Oc1ccc(-c2nccc(-c3ccc(Cl)cc3Cl)n2)cc1	-11.7	-0.4	1.4%	i	i	65.3	2.73	-0.264	1.18	-2.7	2.7	1.4	3.8	i	-2.3	-0.1%	0.4	1080
O=C(c1cc(-c2ccc(Cl)c(Cl)c2)on1)N1CCCC1	11.3	4.5	1.3%	i	/	/	-1.39	-0.157	-0.398	0.477	6.5	2.5	4.0	i	17.7	3.3%	2.6	1013
Cc1cc(C)c(NC(=O)CN2C(=O)NC(Cc3ccccc3)C2=O)c(C)c1 (stereo unspecified)	/	/	2.4%	i	i	55.6	-0.0809	-0.228	-0.249	0.703	/	/	/	/	/	2.3%	-0.8	1303
CCOC(=O)CC(NC(=O)CCc1c(C)nc2ncnn2c1C)c1ccc(OC(C)C)cc1 (stereo unspecified)	2.8	4.3	-6.3%	i	i	46.0	2.32	-0.271	1.31	-0.828	2.2	1.1	7.6	i	26.6	-1.1%	-0.8	1129
CCN(CC)S(=O)(=O)c1cccc(NC2=NCCCCC2)c1	/	/	-1.2%	i	i	20.9	-0.476	-0.192	-0.235	0.524	/	/	/	/	/	-6.5%	0.9	1262
O=C(NCCCN1CCCC1=O)c1ccc(OCc2ccccc2)cc1	-7.4	-6.5	6.7%	i	i	13.5	-0.0398	-0.255	0.641	0.932	2.7	1.4	4.5	i	-6.8	16.2%	/	/
Cc1nn(Cc2ccccc2)c(C)c1NC(=O)c1noc2c1CCc1ccccc1-2	33.7	11.1	8.2%	i	i	39.0	-0.869	-0.268	-0.459	0.552	3.7	3.8	1.4	i	4.7	-3.0%	/	/
O=C(CC(=O)c1ccccc1)Nc1cccnc1	0.5	5.1	-2.4%	i	i	53.1	0.359	-0.265	0.274	0.107	3.6	2.8	11.1	i	-5.0	-7.1%	1.5	907
N#CC1=C(N)OC2=C(C(=O)CCC2)[C@]12C(=O)N(CC(N)=O)c1ccccc12	6.3	7.0	9.2%	i	i	42.7	-0.659	-0.279	-0.319	0.28	6.0	3.9	1.8	i	8.2	10.1%	2.5	1120
Cc1onc(-c2c(Cl)cccc2Cl)c1C(=O)NCC1CCCO1 (stereo unspecified)	-6.0	-4.6	2.2%	i	i	2.4	-1.12	-0.262	-0.464	0.617	1.3	0.1	18.2	i	-5.8	-3.6%	0.9	946
CCN(CC)C(=O)C(Sc1ccccc1)c1ccccc1 (stereo unspecified)	15.5	-4.5	-5.0%	i	i	50.1	1.33	0.105	0.758	-0.016	1.6	1.6	10.7	i	-6.5	-11.1%	-0.3	1189
Cc1onc(-c2ccccc2)c1C(=O)OCC(=O)Nc1cc(S(=O)(=O)N2CCOCC2)ccc1Cl	5.7	-0.6	0.5%	i	i	10.1	-0.233	-0.339	-0.153	0.791	1.5	1.3	3.2	i	-1.2	0.8%	0.1	1046
COC(=O)N[C@H](CC(C)=O)c1ccccc1	-13.1	-12.8	14.2%	i	/	/	0.495	-0.283	0.608	0.136	2.2	3.4	7.6	i	-22.2	12.7%	/	/
CCOc1cccc(/C(O)=C2/C(=O)C(=O)N(CCOC)C2c2ccc(C)o2)c1 (stereo unspecified)	-10.9	-5.5	7.3%	i	i	24.3	0.387	-0.216	0.0537	-0.536	3.5	1.2	4.6	i	-32.7	19.9%	/	/

Reformatted: 2 of the compounds above
Values in the order – WT yeast gro inh, WT yeast gro inh mutant strain, P. falciparum M1AAP, Yfh1-depleted yeast, T cell modulator, T cell modulator vesicle-bound %, Dynein cargo inh, Dynein cargo inh cytoplasmic EGFP, Dynein cargo inh nuclear GR-EGFP, Dynein cargo inh cell count, MT stabilize HCS, MT stabilize HCS Hoechst-high %, MT stabilize HCS cytotoxicity %, Autophagy mod, Autophagy mod cell loss 18 h, M17LAP inhibition, bCat nuc transl, bCat nuc transl cell count 5 µM
> CCOc1cccc(/C(O)=C2/C(=O)C(=O)N(CCOC)C2c2ccc(C)o2)c1 (stereo unspecified)
 : -10.9, -5.5, 7.3%, i, i, 24.3, 0.387, -0.216, 0.0537, -0.536, 3.5, 1.2, 4.6, i, -32.7, 19.9%, /, /
> COC(=O)N[C@H](CC(C)=O)c1ccccc1
 : -13.1, -12.8, 14.2%, i, /, /, 0.495, -0.283, 0.608, 0.136, 2.2, 3.4, 7.6, i, -22.2, 12.7%, /, /
